Compound activity from PubChem.
ASM inhibitor = Inhibitors of Secretory Acid Sphingomyelinase (S-ASM): qHTS; AID 504937, 2011; placental ASM, HMU-PC fluorogenic substrate, 60 min; Sphingomyelin phosphodiesterase (Homo sapiens), P17405; Potency, µM (top dose mostly 57.5 µM), for inactives: at the highest dose activity change, negative = inhibition, actives largely listed as inhibitors; hit rate 0.006% among 340,000; also: potency is read from the fitted curve at half-maximal effect
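HMU-PC0 cleavage (9 uM final) by human placental ASM, 60 min at 37 °C following 10 min compound exposure at RT; stopped at pH 10, fluorescence Ex 386/Em 447 nm.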
BCR signal inh = qHTS Assay to Find Inhibitors of Chronic Active B-Cell Receptor Signaling; ABC-DLBCL IkBa-CBG/CBR reporter, luminescence ratio, 4 h; Potency, µM (doses to about 46.1 µM), for the others: at the top dose ratio change, negative = lower green/red ratio, hits mostly inhibitors; hit rate 0.05% among 340,000; AID 493014, 2011; active = well fitted inhibition curve with a large enough effect in the signal ratio, with a control signal flat, not every such curve was filed as active; inconclusive = small, poorly fitted or top-dose-only effect, or effect the other way, or a change in a side signal; the % refers to the signal ratio;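 also: potency is read from the fitted curve at half-maximal effect; plate controls were basal doxycycline-induced cells for no effect and cells given 10 µM MG132 for full effect; MG132 reads +100%, hits lower the ratio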
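TMD8 human ABC-DLBCL cells with doxycycline-inducible IκBα–green luciferase fusion and unfused red luciferase, in 0.5% FBS medium; compounds up to 46 uM, 4 h at 37C. Green/red luminescence ratio, filter-overlap corrected, fitted to concentration-response curves.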
Eya2 phos inh = qHTS Assay for Inhibitors of the Phosphatase Activity of Eya2 | Potency, µM (series often up to 76.9 µM), inactives show top-dose activity, negative = inhibition, actives largely listed as inhibitors | AID 488837, 2010 | hit rate 0.006% among 330,000 | recombinant Eya2, OMFP fluorescence dephosphorylation (OMFP is methylfluorescein phosphate) | Protein phosphatase EYA2 (Homo sapiens), O00167; also: potency is read from the fitted curve at half-maximal effect; % is scaled to controls: 0 for no effect and ±100 for the full control effect
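Eya2 (0.2 uM) preincubated 10 min at ambient with compound, then OMFP substrate added at 50 uM; 10 min reaction in 50 mM HEPES pH 7.5, 50 mM NaCl, 5 uM MgCl2, 0.05% BSA, 1 mM DTT. Fluorescence read at Ex 485/Em 525 nm.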
TSHR antagonist = Antagonists of the Thyroid Stimulating Hormone Receptor: HTS campaign; hit rate 0.2% among 330,000; TSHR-expressing cells, TSH-stimulated cAMP HTRF, 2 h; hits give low values; AID 504810, 2011; activity change, negative = inhibition, % at 11.5 µM; Thyrotropin receptor (Homo sapiens), P16473;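 active = activity change below a set negative limit, meaning inhibition stronger than a set level, cut at about -70% in these data; inconclusive = activity change between two set negative limits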; also: % is scaled to controls: 0 for no effect and ±100 for the full control effect
Target sequence (P16473 whole entry, looked up): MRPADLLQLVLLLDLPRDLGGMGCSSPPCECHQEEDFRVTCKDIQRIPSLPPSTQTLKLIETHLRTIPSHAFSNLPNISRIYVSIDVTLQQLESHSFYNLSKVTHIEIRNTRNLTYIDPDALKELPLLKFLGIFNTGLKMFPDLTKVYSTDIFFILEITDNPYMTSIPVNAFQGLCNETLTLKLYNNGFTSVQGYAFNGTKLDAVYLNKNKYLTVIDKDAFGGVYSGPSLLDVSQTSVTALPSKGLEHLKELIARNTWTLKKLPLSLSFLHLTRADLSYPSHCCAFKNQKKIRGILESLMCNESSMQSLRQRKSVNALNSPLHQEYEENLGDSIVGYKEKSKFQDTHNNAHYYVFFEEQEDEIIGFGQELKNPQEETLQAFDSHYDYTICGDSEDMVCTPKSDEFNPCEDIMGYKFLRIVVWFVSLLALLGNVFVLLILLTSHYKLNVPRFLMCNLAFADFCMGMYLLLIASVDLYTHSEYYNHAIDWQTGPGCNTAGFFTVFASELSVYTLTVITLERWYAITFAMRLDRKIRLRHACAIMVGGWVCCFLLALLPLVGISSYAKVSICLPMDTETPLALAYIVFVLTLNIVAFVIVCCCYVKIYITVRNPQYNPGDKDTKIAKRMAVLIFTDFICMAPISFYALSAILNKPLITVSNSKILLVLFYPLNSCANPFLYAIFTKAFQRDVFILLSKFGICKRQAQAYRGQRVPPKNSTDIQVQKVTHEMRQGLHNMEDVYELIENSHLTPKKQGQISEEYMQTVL
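Inhibition of cAMP made by TSHR-expressing cells under TSH stimulation (4nM final, EC80; 2 h, 37 deg C) is quantified with a one-step lysis HTRF kit, anti-cAMP cryptate versus cAMP-d2.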
ELG1 repair inh = qHTS screen for small molecules that inhibit ELG1-dependent DNA repair in human embryonic kidney (HEK293T) cells expressing luciferase-tagged ELG1. Potency, µM (titrated, usually from 46.1 µM), without a hit: at the top dose activity change, negative = inhibition, hits mostly inhibitors. HEK293T ELG1-luciferase reporter, luminescence, 16 h; DNA damage induced by 5-fluorouridine. AID 504467, 2011. hit rate 2.3% among 330,000; also: potency is read from the fitted curve at half-maximal effect; % is scaled to controls: 0 for no effect and ±100 for the full control effect; nearly all actives have a fitted effect of over 55% in size
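Luminescence from the luciferase reporter, measured 30 min after ONE-Glo reagent at room temperature, was the read-out. Beforehand, 2,000 cells per well were exposed for 16 hr at 37 °C to 5-fluorouridine together with compound or vehicle.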
Tb PFK block = qHTS Assay to Find Inhibitors of T. brucei phosphofructokinase. ATP-dependent 6-phosphofructokinase (Trypanosoma brucei brucei), O15648. T. brucei PFK, ADP-Glo luminescence. Potency, µM (doses to about 57.5 µM), without a hit: at the highest dose activity, negative = inhibition, actives largely listed as inhibitors. hit rate 0.17% among 330,000. AID 485367, 2010;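 also: potency is read from the fitted curve at half-maximal effect; 0% = uninhibited 1x PFK enzyme wells and -100% = no-enzyme wells; nearly all actives have a fitted effect of over 60% in size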
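ADP-Glo luminescence quantified ADP after 45 min at room temperature, with 1.25 nM T. brucei PFK, 0.1 mM ATP and 0.5 mM fructose-6-phosphate in pH 8.0 TEA buffer. qHTS titrations up to 57 µM; curves classified by quality.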
Mito fusion yeast = qHTS Assay for Small Molecule Inhibitors of Mitochondrial Division or Activators of Mitochondrial Fusion | S. cerevisiae fusion-defective mutant growth rescue, CellTiterGlo 48 h | Potency, µM (titrated, usually from 46.1 µM), without a hit: top-dose growth rescue (activation), most hits filed as activators | hit rate 0.23% among 320,000 | AID 485298, 2010;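 also: potency is read from the fitted curve at half-maximal effect; % of control where 0% means no effect; nearly all actives have a fitted effect of over 45% in size; temperature-sensitive fusion mutants such as fzo1-1 at 37 °C on non-fermentable ethanol glycerol medium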
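S. cerevisiae fusion-defective temperature-sensitive mutants (e.g. fzo1-1, mgm1-5) grown 48 h at 37C in YPEG (ethanol/glycerol non-fermentable) medium with 23 nl compound per well; growth rescue read as CellTiterGlo luminescence.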
a7 integrin act = qHTS for Activators of Integrin-Mediated Alleviation for Muscular Dystrophy; alpha7betagal myoblasts, beta-gal FDG fluorescence, 48 h; Potency, µM (titrated, usually from 38.3 µM), for the others: at the highest dose activation, hits mostly activators; hit rate 0.064% among 350,000;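 also: potency is read from the fitted curve at half-maximal effect; 100% = response of the positive control SU9516; nearly all actives have a fitted effect of over 60% in size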
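alpha7betagal+/- myoblasts (passage 13, 250/well) treated 48 h at 37C with compounds at 1:260 dilution of DMSO stock. Lysed, then beta-galactosidase activity read as FDG fluorescence (ex 480/em 540) after 30 min, with pre-read for autofluorescence.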
A-T KAP1 phos = qHTS Assay for Identifying a Potential Treatment of Ataxia-Telangiectasia | […] A-T fibroblasts, KAP-1 phosphorylation AlphaLISA; neocarzinostatin DNA damage 30 min before lysis | Potency, µM (titrated, usually from 57.5 µM), for inactives: at the highest dose activation, usual class: activators | hit rate 0.19% among 320,000 | AID 485349, 2010; also: potency is read from the fitted curve at half-maximal effect; % of control where 0% means no effect; nearly all actives have a fitted effect of over 45% in size
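hTERT-immortalized A-T patient fibroblasts ([…]), 500 cells/well in OPTI-MEM, 1% FBS, got compounds for 60 min, then NCS for 30 min at 37C. Lysates were then assayed for phospho-KAP-1 by AlphaLISA (anti-pKAP1 donor, anti-KAP1 acceptor beads), 6 hr at 25C.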
TSG101-PTAP inh = qHTS Assay for Iinhibitors of HIV-1 Budding by Blocking the Interaction of PTAP/TSG101; Fluorescence polarization, FITC-PTAP peptide / Tsg101 binding; Potency, µM (titrated, usually from 115 µM), for inactives: at the highest dose activity change, negative = inhibition, hits mostly inhibitors; 340,000 tested, under 10 active; active = well fitted inhibition curve with a large enough effect in the main read-out, with a control signal flat, not every such curve was filed as active; inconclusive = small, poorly fitted or top-dose-only effect, or effect the other way, or a change in a side signal; inactive = no such curve, though single readings can be large or run the other way; also: potency is read from the fitted curve at half-maximal effect; % of control where 0% means no effect
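Fluorescence polarization binding of Tsg101 binding domain (10 uM final) to FITC-labeled PTAP peptide (50 nM final) in HEPES pH 7.5 buffer with NaCl, Tween 20, EDTA, TCEP. Compounds added before peptide; binding 20 min at RT.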
TCR activator = Activators of T cell receptors: qHTS campaign | 330,000 tested, under 10 active | primary human leukocytes, anti-CD3, IL-2 HTRF, 48 h | Potency, µM (titrated, usually from 9.22 µM), without a hit: at the top dose activation of IL-2 secretion, most hits filed as activators | AID 504894, 2011; also: % of control where 0% means no effect
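Primary human leukocytes were stimulated with a-CD3 beads plus compounds for 48 hr without co-stimulation; secreted IL-2 was quantified by HTRF using a-IL-2-K (europium cryptate) and a-IL-2-d2, excited at 320nm with acceptor emission read at 665nm.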
Starred values were filed as active, the others as inactive; ? = inconclusive; / = no result given; [ ] = remark or other dose. Unless noted, calls follow the shape of the dose curve; as a rule, active = well fitted curve in the direction sought with a large enough effect; inconclusive = small, poorly fitted or top-dose-only effect, or another doubt; inactive = no such curve, though single readings can be large; an effect the other way counts as inactive or inconclusive. This is a random part of the collection, and some 3.2% of all compounds hit somewhere here.

1. COc1cc(/C=C2\SC(=S)N(CCC(=O)Nc3ccccn3)C2=O)cc(OC)c1OC
2. CCN(CC)C(CNC(=O)CSc1nnnn1-c1ccc(C)c(C)c1)c1ccco1 (configuration not stated)
3. CCC(=O)c1ccc(OCC(=O)N2CCN(c3ncccn3)CC2)cc1
4. COCC(C)n1c(C)cc(C(=O)CSc2ncccn2)c1C (configuration not stated)
5. Oc1cccc(/C=N/N(Cc2ccccc2)c2ccccc2)c1
6. Cc1ccc(N=CC2=C(O)CC(c3cccc(Cl)c3)CC2=O)cc1 (configuration not stated)
7. Cc1ccc(C2/C(=C(/O)c3ccc4c(c3)CC(C)O4)C(=O)C(=O)N2CCCn2ccnc2)cc1 (configuration not stated)
8. CC(C)(C)c1cc[n+](-c2[nH]c(=O)sc2/C=N/N=C(\[O-])c2ccccc2)cc1
Compound,1,2,3,4,5,6,7,8
ASM inhibitor,?,-3%,/,0%,-14%,39%[activator],6%,-10%
BCR signal inh,?,-11%,-15%,?,?,-1%,8%,0%
Eya2 phos inh,3%,10%,-12%,3%,-22%,-9%,0%,-4%
TSHR antagonist,-19,3,0,-6,41,5,30,-3
ELG1 repair inh,-29%,0%,10%,?,?,-2%,13%,0%
Tb PFK block,1%,-1%,0%,-1%,-3%,-1%,0%,-4%
Mito fusion yeast,-4%,0%,-6%,3%,-12%,-2%,-7%,1%
a7 integrin act,-505%[inhibitor],-39%,8%,-25%,-30%,-2%,5%,14%
A-T KAP1 phos,-2%,-4%,-2%,2%,-14%,6%,10%,-9%
TSG101-PTAP inh,-3%,-1%,-1%,-4%,0%,0%,-3%,-7%
TCR activator,-4%,-86%,1%,-4%,8%,-8%[46.1 µM],5%,-11%

Compound profiles, as listed above. Values in the order: ASM inhibitor, BCR signal inh, Eya2 phos inh, TSHR antagonist, ELG1 repair inh, Tb PFK block, Mito fusion yeast, a7 integrin act, A-T KAP1 phos, TSG101-PTAP inh, TCR activator
Cc1ccc(N=CC2=C(O)CC(c3cccc(Cl)c3)CC2=O)cc1 (configuration not stated) across the screens: 39%[activator], -1%, -9%, 5, -2%, -1%, -2%, -2%, 6%, 0%, -8%[46.1 µM]
COCC(C)n1c(C)cc(C(=O)CSc2ncccn2)c1C (configuration not stated) across the screens: 0%, ?, 3%, -6, ?, -1%, 3%, -25%, 2%, -4%, -4%

New compounds follow
9. CCOC(=O)C1CCN(C(=O)COc2ccc(N(C)S(=O)(=O)c3ccc(C)cc3)cc2)CC1
10. Cc1sc2c3ccsc3ccc2[n+]1C
11. CC(C)(C)n1nnnc1C(c1ccccc1F)N1CCN(C(=O)c2ccco2)CC1 (configuration not stated)
12. CSc1ccccc1C(=O)Nc1cccc(C(C)O)c1 (configuration not stated)
13. COc1ccc(-c2cc(COc3ccccc3)on2)cc1
14. CCOC(=O)[C@@H]1[C@H]2COc3ccccc3[C@@H]2N2C(=O)N(c3ccc(OC)cc3)C(=O)[C@@]12C
15. O=C1c2ccccc2C(=O)N1CCCc1nc(-c2ccncc2)no1
16. O=C(O)CNC(=O)/C=C/c1c(Cl)cccc1Cl
Compound,9,10,11,12,13,14,15,16
ASM inhibitor,-3%,-1%,-3%,0%,7%,-1%,-1%,5%
BCR signal inh,-8%,-4%,0%,1%,?,7%,12%,5%
Eya2 phos inh,-2%,-3%,-16%,17%,-9%,8%,10%,-9%
TSHR antagonist,-2,-4,-4,12,-15,12,1,11
ELG1 repair inh,-26%,-1%,9%,1%,?,?,-8%,7%
Tb PFK block,2%,-20%,1%,-3%,1%,1%,2%,28%
Mito fusion yeast,-1%,9%,-26%,-3%,10%,1%,0%,-3%
a7 integrin act,12%,-37%,9%,9%,10µM*,26%,-11%,0%
A-T KAP1 phos,9%,-4%,-8%,/,12%,6%,-5%,0%
TSG101-PTAP inh,-1%,-4%,-7%,0%,-8%,1%,4%,0%
TCR activator,5%,3%,-3%,/,2%,-1%,2%,7%

17. CCC(Cc1ccccc1)NC(=O)CN1C(=O)CSc2ncccc21 (configuration not stated)
18. Cc1ccc(C2(c3ccccc3)NC(=O)N(CC(=O)N3CC(=O)Nc4ccccc43)C2=O)cc1C (configuration not stated)
19. CSc1ccccc1OCc1cc(C(=O)N2CCN(C3CCCC3)C(=O)C2)no1
20. Cc1noc(C)c1COc1ccc(C(=O)OCC(=O)Nc2ccc(S(N)(=O)=O)cc2)cc1
21. O=C(O)CC1(CC(=O)Nc2ccc(Cl)cc2C(=O)c2ccccc2)CCCC1
22. CN1c2ccsc2/C(=N/NC(=O)c2c(F)cccc2F)CS1(=O)=O
23. COc1cc(/C=C/C(=O)O)cc(S(=O)(=O)NCCCO)c1OC
24. O=C(NCc1ccccn1)c1ccc(OC2CCN(Cc3ccccc3)CC2)cc1
Compound,17,18,19,20,21,22,23,24
ASM inhibitor,7%,-6%,/,-5%,-1%,3%,4%,2%
BCR signal inh,?,-7%,-1%,-1%,20%,0%,8%,0%
Eya2 phos inh,20%,-11%,-17%,5%,3%,6%,6%,6%
TSHR antagonist,8,14,-20,-8,-7,13,1,4
ELG1 repair inh,-10%,8%,?,4%,12%,-12%,-4%,1%
Tb PFK block,1%,3%,1%,-7%,1%,-3%,-3%,-6%
Mito fusion yeast,-6%,-2%,7%,-1%,7%,0%,1%,0%
a7 integrin act,-6%,-4%,-1%,-2%,-3%,-15%,0%,-11%
A-T KAP1 phos,-1%,-6%,13%,5%,1%,0%,-4%,4%
TSG101-PTAP inh,-4%,-5%,1%,-4%,-2%,-5%,-1%,-4%
TCR activator,-7%,-5%,-5%,/,6%,2%,4%,-2%

25. COC(=O)c1cc(S(=O)(=O)N2CCN(c3ccccc3F)CC2)c[nH]1
26. CCOc1ccc(CCNC(=O)c2sc3nc4n(c(=O)c3c2C)CCC4)cc1
27. COc1cccc(OCCn2ccnc2)c1
28. Cc1ccc(S(=O)(=O)N2CCN(CC(=O)N/N=C/c3ccco3)CC2)cc1
Compound,25,26,27,28
ASM inhibitor,-1%,-3%,0%,4%
BCR signal inh,-5%,3%,-1%,0%
Eya2 phos inh,0%,-5%,0%,-8%
TSHR antagonist,3,-7,0,-5
ELG1 repair inh,-26%,?,8%,3%
Tb PFK block,2%,-1%,?,-3%
Mito fusion yeast,6%,9%,-5%,-4%
a7 integrin act,9%,16%,-11%[7.66 µM],11%
A-T KAP1 phos,/,1%,-1%,-2%
TSG101-PTAP inh,-3%,1%,0%,-2%
TCR activator,3%,3%,4%[46.1 µM],-3%[46.1 µM]
